H37Rv inhibition = M. tuberculosis growth inhibition, HTS (AID 449762). M. tuberculosis H37Rv growth inhibition, 7H9 media; higher % means a stronger effect. inhibition, % at 25 µM; hits with a dose series show IC50 in µM. hit rate 0.59% among 330,000; in the data active = a potency from the dose series; inconclusive = inhibition above about 70% without an active follow-up result;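 note: bacterial growth assessed after seven days of incubation; strong numbers were not always called active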
PhoP GFP inhibition = PhoP regulon inhibitors, Salmonella typhi PhoP promoter GFP reporter, confirmatory (AID 1850); Salmonella Typhi PhoP-promoter GFP reporter, fluorescence, 4 h; higher % means a stronger effect; hit rate 0.33% among 310,000; one-dose inhibition, % at 50 µM; IC50 in µM for titrated hits; in the data active = a potency from the dose series; inconclusive = inhibition mostly from about 25% at the one dose, without a potency; inactive = the rest, 99 in 100 with inhibition below about 19%;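 note: 0% = induced wells with vehicle and 100% = uninduced wells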
M. tuberculosis = growth inhibition of non-replicating M. tuberculosis (AID 488890) | inhibition, % at 25 µM, or IC50 in µM where a hit was titrated | hit rate 0.39% among 320,000 | Mycobacterium tuberculosis non-replicating, growth inhibition; higher % means a stronger effect; in the data active = a potency from the dose series; inconclusive = inhibition mostly from about 82% at the one dose, without a potency; inactive = the rest, 99 in 100 with inhibition below about 76%;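 note: plate controls were DMSO cells for no effect and high antibiotic wells for full effect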
influenza NS1A = H1N1 influenza NS1A inhibitors, functional cell based assay (AID 504329); NS1A functional cell-based assay, percent inhibition; higher % means a stronger effect; inhibition, % at 12.5 µM; hits with a dose series show IC50 in µM; hit rate 0.3% among 340,000; in the data active = a potency from the dose series; inconclusive = inhibition above about 27% without an active follow-up result; note: strong numbers were not always called active
VEEV TC-83 Vero = inhibitors of VEEV TC-83 cytopathic effect, confirmation, Vero cells (AID 588727). Vero cells, VEEV TC-83 cytopathic effect inhibition; higher % means a stronger effect. inhibition, % at 20 µM; hits with a dose series show IC50 in µM. hit rate 0.13% among 350,000; in the data active = a potency from the dose series; inconclusive = inhibition mostly from about 14% at the one dose, without a potency; inactive = the rest, 99 in 100 with inhibition below about 12%; note: strong numbers were not always called active
VEEV TC-83 Vero 10K pilot screen = also measured in VEEV TC-83 Vero; calls as there; inhibition, %; measured here: 10K pilot screen inhibition
* = called active by the depositor; i = inactive; ? = inconclusive; nt = not tested or not shown.

SMILES	H37Rv inhibition	PhoP GFP inhibition	M. tuberculosis	influenza NS1A	VEEV TC-83 Vero	others
O=C1CC=C2C3CC4N(CCC45c4ccccc4N1C25)CC3=CCO (configuration not stated)	nt	nt	nt	-23%	1.0%
N#Cc1c(-c2cccs2)cc(-c2cccs2)[nH]c1=O	-3%	-15%	-7%	nt	0.6%
Cc1cc(Nc2cccc([N+](=O)[O-])c2)c2ccccc2n1	3%	-6%	57%	-14%	1.1%
COc1cccc(NS(=O)(=O)c2cc3c4c(c2)CCC(=O)N4CCC3)c1	-2%	2%	-6%	-1%	6.4%
COc1ccc(NS(=O)(=O)c2cccc(C(=O)NCC(c3ccc(F)cc3)N3CCOCC3)c2)cc1 (configuration not stated)	13%	14%	39%	-7%	1.3%
COc1ccc(C(=O)NC(=S)N2CCN(c3ccccc3O)CC2)cc1	2%	nt	0%	3%	4.3%
Cc1cc(C)c2oc(C(=O)NCCc3ccc(S(N)(=O)=O)cc3)cc(=O)c2c1	6%	4%	-9%	17%	i
O=C(NC1=NCCS1)c1ccc(Cl)s1	5%	-1%	22%	-6%	1.7%
COc1ccc(-c2noc(CSc3nnc(-c4ccncc4)n3-c3ccc(F)cc3)n2)cc1OC	7%	-4%	-1%	-8%	i
COc1cccc(NC(=O)Cn2nnc(C(=O)Nc3cc(Cl)ccc3OC)c2N)c1	-4%	-1%	-8%	0%	i
COc1ccc(S(=O)(=O)Nc2ccccc2C(=O)NC(C)(C)C)cc1OC	-5%	4%	-5%	13%	i
O=C(CSc1ncnc2ccccc12)Nc1cc(S(=O)(=O)N2CCCCC2)ccc1Cl	-1%	-1%	-1%	-2%	2.2%
CCOc1ccccc1-n1c(SCC(=O)N2CCCC2)nnc1-c1ccc(O)cc1	-21%	-10%	-10%	-4%	0.2%
CCOC(=O)c1nn(-c2ccc(C)c(Cl)c2)c(=O)c(C#N)c1C	6%	-1%	11%	-3%	1.3%
N#CCSc1nc2cc(C(=O)N3CCC(C(N)=O)CC3)ccc2c2nc3ccccc3n12	-1%	-7%	22%	1%	i
CC(C)(C)NC(=O)COc1ccc(CNCc2cccnc2)cc1	-7%	3%	-4%	4%	0.9%
NC(=O)C(c1cccc(Cl)c1)c1ncc(C(F)(F)F)cc1Cl (configuration not stated)	-11%	-6%	1%	-7%	i
COc1cc2[nH]c(=O)n(Cc3ccc(C(=O)NC4CCCC4)cc3)c(=O)c2cc1OC	4%	6%	-1%	3%	9.4%
O=C(Cc1ccccc1)Nc1ccc(NC(=O)c2cccc(Cl)c2)cc1	2%	1%	-1%	-3%	i
CCOc1ccccc1N1CCN(C(=O)CC(C)(C)C)CC1	-8%	-27%	3%	-4%	i
CC(C)[C@H](NC(=O)c1ccccc1)C(=O)OCC(=O)NCc1ccc(F)cc1	3%	6%	-5%	-4%	0.5%
CCCOc1cccc(C2C(C(=O)c3cccs3)=C(O)C(=O)N2Cc2cccnc2)c1 (configuration not stated)	12%	0%	-13%	-4%	i
CC1CCN(C(=O)CSc2nc3ccccc3c(=O)n2Cc2ccc3c(c2)OCO3)CC1	-4%	-12%	2%	-1%	i
O=C1[C@@H]2C(c3ccc(F)cc3)=NO[C@@H]2C(=O)N1Cc1ccccc1	-3%	3%	13%	nt	?
Cc1ccc2oc(=O)c3cc(C(=O)N4CCN(C(=O)c5ccco5)CC4)sc3c2c1	-7%	0%	35%	nt	nt

(listing goes on)
SMILES	H37Rv inhibition	PhoP GFP inhibition	M. tuberculosis	influenza NS1A	VEEV TC-83 Vero	others
Cc1ccc(NC(=O)Cc2ccc(Cl)c(Cl)c2)cc1S(=O)(=O)N(C)C	8%	1%	36%	-9%	5.0%
CCOc1c(CNCCNC(=O)c2nonc2N)cccc1OC	-2%	-15%	-13%	-2%	0.7%
COC(=O)c1cc(OC)c(OC)cc1NC(=O)c1ccco1	22%	-7%	6%	-6%	11%
CCn1cc(C(=O)OCC(=O)Nc2cc(S(=O)(=O)N(C)C)ccc2C)c(=O)c2ccc(C)nc21	-3%	15%	18%	-1%	2.8%
CC(C)(C)OC(=O)NC(Cc1ccccc1)C(=O)N1CCCC1C(=O)O (configuration not stated)	4%	2%	-7%	9%	0.8%
O=C(CSCc1ccc(Cl)cc1)NCc1ccccn1	1%	-2%	77%	-2%	0.7%	VEEV TC-83 Vero 10K pilot screen=0.9
CN(Cc1cccc(F)c1)C(=O)c1ccc(S(=O)(=O)C(F)F)cc1	4%	0%	10%	-6%	i
CCN(C(=O)CSc1nnc(-c2cccc(F)c2)n1N)c1c(N)n(Cc2ccccc2)c(=O)[nH]c1=O	nt	nt	nt	-8%	2.8%
CCOC(=O)CSc1nc2ccsc2c(=O)n1C1CCN(C(=O)OCC)CC1	39%	-9%	33%	3%	2.4%
Nc1cc(=O)[nH]c(SCc2nnc(-c3ccccc3)o2)n1	13%	-2%	9%	0%	2.3%	VEEV TC-83 Vero 10K pilot screen=1.3
COc1ccc(C(=O)OCCN2CCN(C3=NS(=O)(=O)c4ccccc43)CC2)cc1OC	2%	10%	0%	-4%	1.5%
COc1ccccc1C1=NNC(=NCc2ccccc2)SC1	5%	1%	42%	10%	2.3%
CCn1c(COc2ccc(=O)n(-c3ccccc3)n2)nnc1SCc1ccc(OC)cc1	-17%	12%	12%	-11%	2.6%
O=C(C1CCN(S(=O)(=O)c2ccccc2)CC1)N1CCc2ccccc21	-2%	-2%	-6%	-1%	1.8%
O=C(NC(CO)Cc1ccc([N+](=O)[O-])cc1)C(Cl)Cl (configuration not stated)	?	5.7µM*	?	1%	2.3%
Cc1nnc(SCC2=C(C(=O)O)N3C(=O)C(NC(=O)c4cccc(F)c4F)C3SC2)s1 (configuration not stated)	2%	-3%	-1%	-5%	0.8%
COc1cccc(NC(=O)CN(C)C(=O)c2cccc(S(=O)(=O)Nc3ccc(C)cc3)c2)c1	-5%	nt	38%	-7%	4.4%
COc1ccc(N2CC(C(=O)N[C@@H](C)C(=O)NCc3ccccc3OC)CC2=O)cc1 (some centres not stated)	2%	5%	1%	-7%	3.7%
C=C1C(=O)O[C@H]2C[C@]3(C)C([C@@H](OC(=O)/C(C)=C/C)[C@H]12)[C@](C)(O)CC[C@H]3O (some centres not stated)	5%	-11%	7%	1%	i
O=C(CN(CC1CCCO1)C(=O)CCC(=O)Nc1ccccn1)NCC1CCCO1 (configuration not stated)	-2%	6%	3%	-8%	i
CSCCC1NC(=O)N(CC(=O)Nc2ccc3c(c2)OCCO3)C1=O (configuration not stated)	-3%	nt	-3%	8%	0.5%
CC1CCCN(C(C(=O)Nc2ccc3c(c2)OCO3)c2ccccc2)C1 (configuration not stated)	-5%	-2%	nt	7%	0.7%
COc1cc(C=O)ccc1OCc1ccc(Cl)nc1	-3%	5%	31%	1%	i
O=C(NC1CCCCCC1)C1CCC(CNS(=O)(=O)c2ccc(Br)s2)CC1 (configuration not stated)	-4%	-4%	-12%	-10%	2.1%
O=C(Nc1ccccc1)OCCOc1ccccc1	-9%	-5%	12%	21%	0.9%

Continuation.
SMILES	H37Rv inhibition	PhoP GFP inhibition	M. tuberculosis	influenza NS1A	VEEV TC-83 Vero	others
Cc1cc(OCC(=O)NC2CCN(Cc3ccccc3)CC2)c2c(C)c(C)c(=O)oc2c1	-7%	0%	-2%	1%	i
O=C(/C=C/c1cccs1)N1CCN(c2ccccc2F)CC1	7%	-6%	?	-2%	i
COC(=O)C1=C(C)NC(=O)/C1=C\c1cc(C)n(-c2c(C)cccc2C)c1C	39%	-5%	12%	2%	1.9%
O[C@H]1[C@H](O)[C@@H](O)CN2CC[C@H](O)[C@H]12	19%	-1%	3%	-1%	0.7%
CC(NC(=O)c1ccc(NC2=NC3CS(=O)(=O)CC3S2)cc1)c1ccccc1 (configuration not stated)	-5%	8%	-12%	4%	1.3%
O=C(NNC(=O)C1CCCO1)c1ccc(F)cc1 (configuration not stated)	-9%	-2%	6%	-2%	0.3%
O=c1oc(-c2ccco2)nc2sc3c(c12)CCCCC3	4%	-13%	?	7%	1.7%
COc1cc2ccccc2cc1C(=O)Nc1ccccc1N1CCN(S(C)(=O)=O)CC1	47%	-10%	45%	-1%	5.2%
CCOc1cc(C)c(S(=O)(=O)N2CCCCC2)cc1C	4%	4%	15%	-9%	0.9%
Cc1[nH]c(=O)[nH]c(=O)c1N(C)C	2%	-4%	18%	-7%	3.7%
O=C(O)CC(c1ccc(F)cc1F)N1Cc2ccccc2C1=O (configuration not stated)	4%	-3%	-3%	-3%	0.7%
CCN(CC)S(=O)(=O)c1ccc(N2Cc3ccccc3C2=N)cc1	-3%	9%	2%	4%	i
COc1ccc(CCNC(=O)COc2ncnc3ccccc23)cc1OC	-3%	-1%	-17%	-9%	1.8%
Cc1ccc(Cn2c(CN3CCOCC3)nc3c2c(=O)n(C)c(=O)n3C)cc1	2%	7%	0%	7%	0.4%
O=C(O)Cn1c(-c2cscn2)nc2ccccc21	-2%	5%	-4%	-4%	0.2%
O=c1[nH]c2cc3c(cc2cc1CN(CCCO)C(=S)NCc1ccco1)OCO3	-1%	1%	3%	-5%	0.5%
COc1ccc(C(=O)Nc2cc3c4c(c2)C(C)C(=O)N4CCC3)c(OC)c1 (configuration not stated)	44%	-6%	6%	-1%	11%

4 records drawn at random from the list so far:
SMILES	H37Rv inhibition	PhoP GFP inhibition	M. tuberculosis	influenza NS1A	VEEV TC-83 Vero	others
O=C(O)Cn1c(-c2cscn2)nc2ccccc21	-2%	5%	-4%	-4%	0.2%
NC(=O)C(c1cccc(Cl)c1)c1ncc(C(F)(F)F)cc1Cl (configuration not stated)	-11%	-6%	1%	-7%	i
CCn1cc(C(=O)OCC(=O)Nc2cc(S(=O)(=O)N(C)C)ccc2C)c(=O)c2ccc(C)nc21	-3%	15%	18%	-1%	2.8%
COc1ccc(C(=O)Nc2cc3c4c(c2)C(C)C(=O)N4CCC3)c(OC)c1 (configuration not stated)	44%	-6%	6%	-1%	11%

Six structures already listed, ordered by molecular weight, low to high.
SMILES	H37Rv inhibition	PhoP GFP inhibition	M. tuberculosis	influenza NS1A	VEEV TC-83 Vero	others
COc1cc(C=O)ccc1OCc1ccc(Cl)nc1	-3%	5%	31%	1%	i
O=C(/C=C/c1cccs1)N1CCN(c2ccccc2F)CC1	7%	-6%	?	-2%	i
CCOc1c(CNCCNC(=O)c2nonc2N)cccc1OC	-2%	-15%	-13%	-2%	0.7%
C=C1C(=O)O[C@H]2C[C@]3(C)C([C@@H](OC(=O)/C(C)=C/C)[C@H]12)[C@](C)(O)CC[C@H]3O (some centres not stated)	5%	-11%	7%	1%	i
O=C(Cc1ccccc1)Nc1ccc(NC(=O)c2cccc(Cl)c2)cc1	2%	1%	-1%	-3%	i
COc1ccc(S(=O)(=O)Nc2ccccc2C(=O)NC(C)(C)C)cc1OC	-5%	4%	-5%	13%	i
